Assay outcomes as filed in PubChem BioAssay.
PMI act satM6P = activators of human phosphomannose isomerase at near-saturating mannose 6-phosphate; P34949; coupled PMI enzyme assay, resazurin fluorescence, 20 min; hits give high values; 1 = untreated enzyme, 0 = substrate-free blank; activation factor at 20 µM; hit rate 0.34% among 190,000;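 active = activation factor of 2 or more at 20 µM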
Target sequence (P34949 whole entry, looked up): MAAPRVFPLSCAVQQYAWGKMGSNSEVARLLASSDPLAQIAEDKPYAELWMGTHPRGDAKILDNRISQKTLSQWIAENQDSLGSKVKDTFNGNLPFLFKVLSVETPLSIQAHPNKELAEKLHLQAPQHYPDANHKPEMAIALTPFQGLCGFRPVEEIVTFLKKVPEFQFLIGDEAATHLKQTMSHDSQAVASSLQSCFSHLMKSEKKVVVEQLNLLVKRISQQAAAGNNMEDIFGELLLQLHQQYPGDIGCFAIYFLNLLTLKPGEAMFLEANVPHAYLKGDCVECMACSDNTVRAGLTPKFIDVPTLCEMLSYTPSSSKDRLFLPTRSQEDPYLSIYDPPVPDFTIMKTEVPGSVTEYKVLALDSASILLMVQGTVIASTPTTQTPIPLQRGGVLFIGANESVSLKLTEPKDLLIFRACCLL
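test system = human PMI in coupled enzyme assay | medium = HEPES-buffered pH 7.4 with magnesium and detergent | also added = 1.0 mM mannose-6-phosphate substrate with 0.22 mM NADP+ | compound = 20 µM single dose | times = 20 min incubation at room temperature | measured by = resorufin fluorescence (Ex 544/Em 590 nm) from resazurin via diaphorase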
TNAP inh hiacc = TNAP (human) inhibition, high acceptor; AID 1135; inhibition, % at 20 µM; P05186; purified TNAP, CDP-star luminescence, 1 M DEA; hit rate 0.03% among 200,000;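 active = over 50% inhibition of tissue-nonspecific alkaline phosphatase at 20 µM in the single-dose screen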;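 note: plate controls were DMSO wells for no effect and EDTA-quenched wells as full inhibition for full effect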
G6PDH CS = counter-screen for G6PDH assay hits: L. mesenteroides G6PDH inhibition. Purified L. mesenteroides G6PDH, diaphorase/resazurin coupled fluorescence, 45 min. hit rate 0.12% among 200,000. inhibition, % at 5 µM. AID 1020; in the data active = inhibition above about 50%
PMI activator = activators of human phosphomannose isomerase; activation factor at 20 µM; purified human PMI, coupled resazurin fluorescence, 20 min; hits give high values; 1 = vehicle control, 0 substrate-free wells; P34949; AID 1214; hit rate 0.005% among 190,000;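 active = activation factor of 2 or more at 20 µM, relative to plate controls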
Efa HMGR inh = blocks class II HMG-CoA reductase of Enterococcus faecalis; purified E. faecalis HMGR, NADPH absorbance 340 nm kinetic; inhibition, % at 10 µM; hit rate 0.41% among 190,000; AID 1066;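 active = inhibition above a set limit, the median over all tested compounds plus 3 SD, cut at about 9.5% in these data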;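 note: enzyme runs in reverse so mevalonate oxidation gives rising NADPH absorbance; 0% = complete reaction with DMSO and 100% = background rate lacking mevalonate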
Diaphorase inh = counter-screen for diaphorase-based assays: diaphorase inhibitors and chemical oxidizers; diaphorase resazurin-to-resorufin fluorescence, NADH, 16 min; bacterial (C. kluyveri) enzyme, not human; hit rate 0.69% among 190,000; inhibition, % at 20 µM; AID 1217;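 active = primary screen inhibition at 20 µM above a set limit, cut at about 50% in these data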;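 note: plate controls were DMSO with full reaction for no effect and wells lacking NADH for full effect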
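Test system: diaphorase enzyme from Clostridium kluyveri; amount: diaphorase at 0.14 U/mL in enzyme working solution; detection: fluorescence of resorufin formed from resazurin, Ex 544/Em 590 nm; times: reaction incubation of 16 min at room temperature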
Diaphorase act = activates diaphorase or chemically reduces, flagging diaphorase assay artifacts; Diaphorase/resazurin coupled assay, resorufin fluorescence, 16 min; hits give high values; 1 = vehicle wells, 0 = NADH-free wells; activation factor at 20 µM; hit rate 0.005% among 190,000; AID 1229;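 active = diaphorase activity raised at least twofold by the compound at 20 µM; inactive = activation factor below 2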
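Assay system: bacterial diaphorase enzyme (C. kluyveri) / Input: enzyme 0.07 U/mL final / Medium: 50 mM HEPES pH 7.4 with 4.542 mM MgCl2, 0.005% Tween 20 / Doses: single compound dose of 20 µM, 1% DMSO final / Incubation: 16 min enzyme reaction, ambient temperature / Signal: fluorescence, excitation 544 nm and emission 590 nm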
TNAP inh noacc = blocks human TNAP activity with no phosphate acceptor present; hit rate 0.26% among 200,000; purified TNAP, CDP-star luminescence, 30 min; P05186; inhibition, % at 20 µM; AID 1012;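 active = tissue-nonspecific alkaline phosphatase inhibition above about 50% at 20 µM in the single-dose screen, limit read from the data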;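 note: 0% = DMSO negative control and 100% = EDTA positive control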
TNAP act hiacc = increases human TNAP activity under high phosphate acceptor concentration. P05186. purified TNAP, CDP-star luminescence, 1 M DEA, 30 min; hits give high values; 0 = EDTA background, 1 = DMSO-only activity. activation factor at 20 µM. 200,000 tested, under 10 active;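 active = activation factor at least 2 at 20 µM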
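Control set: EDTA negative control, DMSO positive control / Assay system: human TNAP / Quantity: TNAP 1/800 final / Evaluation: TNAP activation factor scaled between EDTA and DMSO control wells / Measured by: luminescent substrate turnover signal / Compound dosing: one dose, 20 µM / Times: 30 min enzyme reaction at room temperature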
FLuc stim CS = firefly luciferase counter-screen for stimulation assays; P08659; ATPlite luciferase biochemical, luminescence, 10 min; 0 = ATP-free wells, 1 = DMSO control; activation factor at 10 µM; 200,000 tested, under 10 active; AID 1027;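 active = luciferase activation factor, scaled between plate controls, of at least 2 with compound at 10 µM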
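assay system = Luciferase/luciferin detection reagent, cell-free biochemical luciferase assay | also added = ATP substrate | times = 10 min post-reagent at room temperature | measured by = luminescence from luciferase reaction | measure = luciferase activation, seen as luminescence increase over controls | benchmarks = low control with PBS replacing ATP, high control enzyme plus ATP without compound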
Numbers without * were called inactive.

| # | Compound | PMI act satM6P | TNAP inh hiacc | G6PDH CS | PMI activator | Efa HMGR inh | Diaphorase inh | Diaphorase act | TNAP inh noacc | TNAP act hiacc | FLuc stim CS |
| --- | --- | --- | --- | --- | --- | --- | --- | --- | --- | --- | --- |
| 1 | CCN(CC)CCCNC(=O)c1[nH]c(C)c(C(=O)NC2CCCCC2)c1C | 0.9 | -1 | -7 | 0.9 | -5 | 14 | 0.9 | -6 | 1 | 1 |
| 2 | CC[n+]1c(/C=C2\Sc3ccccc3N2C)ccc2cccc(C)c21 | 1 | 39 | 7 | 1 | 1 | -57 | 1.6 | 30 | 0.6 | 1 |
| 3 | COCCCNC(=O)CCc1nc(-c2ccccc2)no1 | 1 | 0 | -3 | 0.9 | 1 | 4 | 1 | -9 | 1 | 1 |
| 4 | CCOC(=O)c1cc(C#N)c(N2CCN(C)CC2)nc1-c1ccccc1 | 1 | -4 | 4 | 1 | -4 | -16 | 1.2 | -4 | 1 | 1.1 |
| 5 | Cc1ccc(CNC(=O)C2CCCN(S(=O)(=O)c3c(C)noc3C)C2)cc1 (stereo unspecified) | 1 | 4 | 3 | 1 | -4 | 6 | 0.9 | -5 | 1 | 1 |
| 6 | FC(F)Oc1ccc(NC(=S)NCc2cccnc2)cc1 | 0.9 | -2 | 1 | 0.9 | -2 | 18 | 0.8 | -10 | 1 | 1 |
| 7 | CCc1ccc(N2NC(=O)/C(=C/C=C/c3ccco3)C2=O)cc1 | 1 | 21 | -12 | 1.1 | -3 | 5 | 0.9 | 14 | 0.8 | 1 |
| 8 | Cc1cc(N2CCN(C(=O)c3ccco3)CC2)nc(-c2ccccc2)n1 | 1 | -9 | 5 | 1 | 0 | -8 | 1.1 | -8 | 1.1 | 1 |
| 9 | CCOc1ccccc1C(=O)Nc1nnc(SCC(=O)Nc2cc(C)on2)s1 | 1 | 2 | -7 | 1 | -4 | -7 | 1.1 | 3 | 1 | 1 |
| 10 | CN(C)c1ccc(/C=N/NC(=O)CNC(=O)c2ccc3c(c2)OCCO3)cc1 | 0.9 | -2 | 7 | 1 | -7 | 3 | 1 | -2 | 1 | 0.9 |
| 11 | CN(C)C(=O)c1nc2ccc(Cl)cn2c1CN1CCN(c2ncccn2)CC1 | 1 | -7 | 4 | 1 | -10 | 21 | 0.8 | -12 | 1.1 | 1 |
| 12 | COc1cc(/C=N/NC(=O)C(=O)NCc2cccnc2)cc(OC)c1OC | 1 | -3 | 0 | 0.9 | -2 | 1 | 1 | -11 | 1 | 1 |
| 13 | CCc1cccc(CC)c1NC(=O)CSc1nnc(CCC(=O)O)c(=O)[nH]1 | 1 | 0 | 4 | 1 | -4 | 1 | 1 | 0 | 1 | 1 |
| 14 | CCC1CCCCN1C(=O)CSc1nnc(CNC(=O)c2cc(OC)c(OC)c(OC)c2)o1 (stereo unspecified) | 1.1 | -11 | 4 | 1.1 | -1 | -11 | 1.1 | -6 | 1.1 | 1 |
| 15 | CCOc1nc(NCCC2=CCCCC2)nc(N2CCOCC2)n1 | 1 | -4 | -21 | 0.9 | 1 | 11 | 0.9 | -6 | 1 | 1 |

Reprinted at random: 2 compounds from above.
| # | Compound | PMI act satM6P | TNAP inh hiacc | G6PDH CS | PMI activator | Efa HMGR inh | Diaphorase inh | Diaphorase act | TNAP inh noacc | TNAP act hiacc | FLuc stim CS |
| --- | --- | --- | --- | --- | --- | --- | --- | --- | --- | --- | --- |
| 6 | FC(F)Oc1ccc(NC(=S)NCc2cccnc2)cc1 | 0.9 | -2 | 1 | 0.9 | -2 | 18 | 0.8 | -10 | 1 | 1 |
| 5 | Cc1ccc(CNC(=O)C2CCCN(S(=O)(=O)c3c(C)noc3C)C2)cc1 (stereo unspecified) | 1 | 4 | 3 | 1 | -4 | 6 | 0.9 | -5 | 1 | 1 |

Some of these compounds in order of number of heavy atoms, high to low:
| # | Compound | PMI act satM6P | TNAP inh hiacc | G6PDH CS | PMI activator | Efa HMGR inh | Diaphorase inh | Diaphorase act | TNAP inh noacc | TNAP act hiacc | FLuc stim CS |
| --- | --- | --- | --- | --- | --- | --- | --- | --- | --- | --- | --- |
| 11 | CN(C)C(=O)c1nc2ccc(Cl)cn2c1CN1CCN(c2ncccn2)CC1 | 1 | -7 | 4 | 1 | -10 | 21 | 0.8 | -12 | 1.1 | 1 |
| 12 | COc1cc(/C=N/NC(=O)C(=O)NCc2cccnc2)cc(OC)c1OC | 1 | -3 | 0 | 0.9 | -2 | 1 | 1 | -11 | 1 | 1 |
| 8 | Cc1cc(N2CCN(C(=O)c3ccco3)CC2)nc(-c2ccccc2)n1 | 1 | -9 | 5 | 1 | 0 | -8 | 1.1 | -8 | 1.1 | 1 |
| 15 | CCOc1nc(NCCC2=CCCCC2)nc(N2CCOCC2)n1 | 1 | -4 | -21 | 0.9 | 1 | 11 | 0.9 | -6 | 1 | 1 |
| 7 | CCc1ccc(N2NC(=O)/C(=C/C=C/c3ccco3)C2=O)cc1 | 1 | 21 | -12 | 1.1 | -3 | 5 | 0.9 | 14 | 0.8 | 1 |
| 3 | COCCCNC(=O)CCc1nc(-c2ccccc2)no1 | 1 | 0 | -3 | 0.9 | 1 | 4 | 1 | -9 | 1 | 1 |

The list continues:
| # | Compound | PMI act satM6P | TNAP inh hiacc | G6PDH CS | PMI activator | Efa HMGR inh | Diaphorase inh | Diaphorase act | TNAP inh noacc | TNAP act hiacc | FLuc stim CS |
| --- | --- | --- | --- | --- | --- | --- | --- | --- | --- | --- | --- |
| 16 | COc1cccc(C2=NOC(C(=O)NCC3CCCO3)C2)c1 (stereo unspecified) | 1 | 1 | 5 | 1 | -2 | 6 | 0.9 | -11 | 1 | 1.1 |
| 17 | O=S1(=O)N=C(SCCO)c2ccccc21 | 1.2 | -5 | 3 | 1.1 | -5 | 11 | 0.9 | -6 | 1.1 | 1.1 |
| 18 | CCCCOc1ccc(/C=C/C(=O)Nc2ccc(C(N)=O)cc2)cc1 | 1.1 | -6 | -2 | 1.1 | -3 | 14 | 0.9 | -6 | 1.1 | 1.1 |
| 19 | Cc1ccc(CC(=O)Nc2ccc(OC(F)F)c(Cl)c2)cc1C | 0.9 | -5 | 7 | 0.9 | -2 | 19 | 0.8 | 2 | 1.1 | 1.1 |
| 20 | O=C(NC1CCCCCCC1)c1cc(F)c(F)cc1Cl | 0.9 | -3 | 4 | 1 | 2 | 6 | 0.9 | -5 | 1 | 1 |
| 21 | CN(c1ccccc1C(=O)N1CCCC1)S(C)(=O)=O | 0.9 | 0 | -2 | 0.8 | -9 | 0 | 1 | -12 | 1 | 1.1 |
| 22 | COc1ccc(S(=O)(=O)N2CCCCCC2)cc1NC(=O)Cc1ccccc1 | 0.9 | -5 | 1 | 1 | -1 | 25 | 0.7 | -13 | 1 | 1 |
| 23 | O=C(OCc1nnc(-c2ccccc2)o1)c1cc(=O)c2ccccc2o1 | 0.9 | -1 | 5 | 1 | 0 | 14 | 0.9 | -5 | 1 | 0.9 |
| 24 | COCCNC(=S)N1CCc2cc(OC)c(OC)cc2C1COc1ccc(C(C)C)cc1 (stereo unspecified) | 0.9 | -4 | -1 | 0.8 | 0 | 21 | 0.8 | -23 | 1 | 1.1 |
| 25 | CCOC(=O)C(C)On1c(SC(C)C(=O)OCC)nc2ccccc2c1=O (stereo unspecified) | 1.1 | -5 | 1 | 1.1 | -2 | 7 | 0.9 | -23 | 1.1 | 1.1 |
